Tb PFK block: blocks T. brucei phosphofructokinase; O15648; 330,000 compounds, 0.17% hits; T. brucei PFK, ADP-Glo luminescence; Potency, µM (doses to about 57.5 µM), for inactives: top-dose activity, negative = inhibition, usual class: inhibitors;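 further: potency means the concentration at half of the fitted maximal effect; 0% = uninhibited 1x PFK enzyme wells and -100% = no-enzyme wells; nearly all actives have a fitted effect of over 60% in size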
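In TEA buffer at pH 8.0 with 5 mM MgCl2, enzyme (1.25 nM) converted F6P (0.5 mM) and ATP (0.1 mM) for 45 min at room temperature. ADP product was read by luciferase luminescence.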
TSG101-PTAP inh: blocks PTAP/TSG101 interaction to inhibit HIV-1 budding; Potency, µM (doses to about 115 µM), inactives show at the highest dose activity change, negative = inhibition, hits mostly inhibitors; Q99816; Fluorescence polarization, FITC-PTAP peptide / Tsg101 binding; AID 493005; 340,000 tested, under 10 active; active means well fitted inhibition curve with a large enough effect in the main read-out, with a control signal flat, not every such curve was filed as active; inconclusive means small, poorly fitted or top-dose-only effect, or effect the other way, or a change in a side signal; inactive means no such curve, though single readings can be large or run the other way; further: potency means the concentration at half of the fitted maximal effect; % of control where 0% means no effect
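Fluorescence polarization binding of Tsg101 binding domain (10 uM final) to FITC-labeled PTAP peptide (50 nM final) in HEPES pH 7.5 buffer with NaCl, Tween 20, EDTA, TCEP. Compounds added before peptide; binding 20 min at RT.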
B2AR arrestin: agonists driving beta-arrestin recruitment to human beta2-adrenergic receptor; P07550; Potency, µM (top dose mostly 46.1 µM), without a hit: top-dose activation, usual class: activators; 330,000 compounds, 0.02% hits; beta-arrestin recruitment to beta2AR, cell-based reporter;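 further: potency means the concentration at half of the fitted maximal effect; 0% = DMSO controls and full agonism = EC100 isoproterenol or metaproterenol; nearly all actives have a fitted effect of over 65% in size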
ELG1 repair inh: blocks ELG1-dependent DNA repair in HEK293T cells. HEK293T ELG1-luciferase reporter, luminescence, 16 h; DNA damage induced by 5-fluorouridine. Potency, µM (series often up to 46.1 µM), for the others: at the top dose activity change, negative = inhibition, most hits filed as inhibitors. 330,000 compounds, 2.3% hits; further: potency means the concentration at half of the fitted maximal effect; on the % scale 0 is the no-effect control and ±100 the full control effect; nearly all actives have a fitted effect of over 55% in size
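Step one: seed 2,000 cells per well. Step two: pin-transfer compound or DMSO alongside 5-fluorouridine. Step three: incubate 16 hr, 37 °C, 5% CO2. Step four: add ONE-Glo, wait 30 min, read luminescence.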
BCR signal inh: blocks chronic active B-cell receptor signaling | AID 493014 | 340,000 compounds, 0.05% hits | Potency, µM (titrated, usually from 46.1 µM), without a hit: at the highest dose ratio change, negative = lower green/red ratio, usual class: inhibitors | ABC-DLBCL IkBa-CBG/CBR reporter, luminescence ratio, 4 h; active means well fitted inhibition curve with a large enough effect in the signal ratio, with a control signal flat, not every such curve was filed as active; inconclusive means small, poorly fitted or top-dose-only effect, or effect the other way, or a change in a side signal; the % refers to the signal ratio;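 further: potency means the concentration at half of the fitted maximal effect; plate controls were basal doxycycline-induced cells for no effect and cells given 10 µM MG132 for full effect; MG132 reads +100%, hits lower the ratio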
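Cell line TMD8 (human ABC DLBCL), stably expressing tet-inducible CBG68-IkBa fusion and CBR; IMDM/0.5% FBS; cpd up to 46 uM; dox induction, 4 h, 37C/5% CO2; dual luminescence; green/red ratio; MG132 control.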
Mito fusion yeast: mitochondrial division inhibition or fusion activation. S. cerevisiae fusion-defective mutant growth rescue, CellTiterGlo 48 h. Potency, µM (doses to about 46.1 µM), without a hit: at the top dose growth rescue (activation), actives largely listed as activators. 320,000 compounds, 0.23% hits. AID 485298;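 further: potency means the concentration at half of the fitted maximal effect; % of control where 0% means no effect; nearly all actives have a fitted effect of over 45% in size; temperature-sensitive fusion mutants such as fzo1-1 at 37 °C on non-fermentable ethanol glycerol medium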
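Temperature-sensitive fusion-defective S. cerevisiae (e.g. fzo1-1, mgm1-5) were grown with compound in YPEG medium (3% ethanol, 3% glycerol) for 48 hours at 37C. Growth rescue was measured as viability by CellTiterGlo luminescence after 10 minutes at ambient.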
Eya2 phos inh: blocks the phosphatase activity of human Eya2 | AID 488837 | recombinant Eya2, OMFP fluorescence dephosphorylation (OMFP is methylfluorescein phosphate) | Potency, µM (highest dose often 76.9 µM), without a hit: top-dose activity, negative = inhibition, hits mostly inhibitors | O00167 | 330,000 compounds, 0.006% hits; further: potency means the concentration at half of the fitted maximal effect; on the % scale 0 is the no-effect control and ±100 the full control effect
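Eya2 (0.2 uM) preincubated 10 min at ambient with compound, then OMFP substrate added at 50 uM; 10 min reaction in 50 mM HEPES pH 7.5, 50 mM NaCl, 5 uM MgCl2, 0.05% BSA, 1 mM DTT. Fluorescence read at Ex 485/Em 525 nm.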
USP2a inh: USP2a (human) protease inhibition; Potency, µM (highest dose often 38.3 µM), for the others: top-dose activity change, negative = inhibition, usual class: inhibitors; 330,000 compounds, 0.01% hits; USP2 core, Ub-CHOP2 coupled fluorogenic reporter, 485/531; AID 463254;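 further: potency means the concentration at half of the fitted maximal effect; plate controls were DMSO wells for no effect and full inhibition by NEM control for full effect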
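USP2 core (10nM final) preincubated 30min RT with compound in 20mM Tris-HCl pH 8.0, 2mM CaCl2, 2mM beta-mercaptoethanol, 0.05% CHAPS; 25nM Ub-CHOP2 plus 25nM reporter substrate added, fluorescence (Ex485/Em531) read after 60min.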
TCR act: T cell receptor activation | AID 504894 | primary human leukocytes, anti-CD3, IL-2 HTRF, 48 h | Potency, µM (titrated, usually from 9.22 µM), for the others: at the highest dose activation of IL-2 secretion, usual class: activators | 330,000 tested, under 10 active; further: % of control where 0% means no effect
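Using a-CD3 beads without co-stimulation, primary human leukocytes were exposed to compounds for 48 hr. An HTRF IL-2 kit measured the cytokine, with europium-to-d2 energy transfer producing emission at 665nm upon 320nm excitation.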
uPA surface inh: blocks generation of uPA at the cell surface; cell surface uPA generation assay, qHTS; Potency, µM (titrated, usually from 38.3 µM), for inactives: at the highest dose activity change, negative = inhibition, hits mostly inhibitors; 330,000 compounds, 0.31% hits; AID 540303; active means well fitted inhibition curve with a large enough effect; inconclusive means small, poorly fitted or top-dose-only effect; inactive means no such curve, though single readings can be large or run the other way; tested in mouse RAW 264.7 cells; further: potency means the concentration at half of the fitted maximal effect; on the % scale 0 is the no-effect control and ±100 the full control effect; nearly all actives have a fitted effect of over 55% in size
TSHR antag: blocks TSH signaling through the human TSH receptor; 330,000 compounds, 0.2% hits; TSHR-expressing cells, TSH-stimulated cAMP HTRF, 2 h; hits give low values; AID 504810; activity change, negative = inhibition, % at 11.5 µM; P16473;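 active means activity change below a set negative limit, meaning inhibition stronger than a set level, cut at about -70% in these data; inconclusive means activity change between two set negative limits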; further: on the % scale 0 is the no-effect control and ±100 the full control effect
Target sequence (P16473 whole entry, looked up): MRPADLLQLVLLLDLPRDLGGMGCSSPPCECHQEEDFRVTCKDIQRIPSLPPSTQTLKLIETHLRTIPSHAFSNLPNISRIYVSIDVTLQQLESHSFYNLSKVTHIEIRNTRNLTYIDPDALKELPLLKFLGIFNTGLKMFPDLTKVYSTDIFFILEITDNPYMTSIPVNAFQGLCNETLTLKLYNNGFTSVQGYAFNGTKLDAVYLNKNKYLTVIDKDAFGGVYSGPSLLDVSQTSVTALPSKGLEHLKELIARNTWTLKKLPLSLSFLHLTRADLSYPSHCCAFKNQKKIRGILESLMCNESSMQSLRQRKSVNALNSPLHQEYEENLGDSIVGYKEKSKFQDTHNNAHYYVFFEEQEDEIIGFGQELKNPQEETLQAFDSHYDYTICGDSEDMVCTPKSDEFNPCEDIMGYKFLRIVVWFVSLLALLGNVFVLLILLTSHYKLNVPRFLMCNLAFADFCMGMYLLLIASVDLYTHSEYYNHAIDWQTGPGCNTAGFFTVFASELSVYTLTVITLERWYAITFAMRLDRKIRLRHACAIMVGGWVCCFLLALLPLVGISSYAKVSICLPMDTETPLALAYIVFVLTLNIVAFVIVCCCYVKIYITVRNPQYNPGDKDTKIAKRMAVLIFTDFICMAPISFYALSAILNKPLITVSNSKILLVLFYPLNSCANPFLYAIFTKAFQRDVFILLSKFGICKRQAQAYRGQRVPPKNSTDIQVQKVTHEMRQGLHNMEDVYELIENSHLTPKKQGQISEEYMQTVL
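TSHR-expressing cells, 200/well, pre-treated with compound, then stimulated with EC80 TSH (4nM final) for 2 hours at 37 deg C. cAMP measured by competitive HTRF: anti-cAMP cryptate antibody in lysis buffer plus cAMP-d2, read after 30 minutes at room temperature.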
* = called active by the depositor; u = inconclusive; x = no result given; [ ] = another dose, or the depositor's remark. Unless noted, the call rests on the fitted dose curve; in most records, active means well fitted curve in the direction sought with a large enough effect; inconclusive means small, poorly fitted or top-dose-only effect, or another doubt; inactive means no such curve, though single readings can be large; an effect the other way counts as inactive or inconclusive. This is a random part of the collection (roughly 3% active in at least one column).

no.	Molecule	Tb PFK block	TSG101-PTAP inh	B2AR arrestin	ELG1 repair inh	BCR signal inh	Mito fusion yeast	Eya2 phos inh	USP2a inh	TCR act	uPA surface inh	TSHR antag
1	CCN(C(=O)COC(=O)/C=C/c1ccccc1Cl)c1c(N)n(Cc2ccccc2)c(=O)[nH]c1=O	1%	0%	-1.6%	-2%	0%	-13%	5%	3%	6%	1%	7
2	CC(=O)Cc1nsc(NC(=O)c2ccc(COc3cccc(C)c3)o2)n1	-3%	-9%	-0.3%	-2%	0%	-4%	8%	0%	3%	3%	-2
3	O=C(COc1coc(CN2CCN(c3ccccc3F)CC2)cc1=O)NC1CCCCC1	8%	-1%	0.3%	-5%	-3%	6%	12%	1%	x	-5%	-20
4	CCSc1nnc(C)c(=O)n1COC(=O)c1ccc(S(=O)(=O)N2CCCC2)cc1	-5%	0%	-2.1%	u	0%	3%	-19%	0%	-3%[46.1 µM]	1%	49
5	Cc1ccc(NC(=S)N(C)Cc2cn(C)c3ccccc23)cc1	0%	-3%	-0.7%	2%	-1%	-3%	-4%	6%	3%[46.1 µM]	-27%	8
6	O=C(c1cnccn1)N1CCN(S(=O)(=O)c2cccc(Cl)c2)CC1	-4%	1%	-0.2%	5%	0%	x	3%	2%	4%	-2%	-6
7	Cc1onc(-c2c(F)cccc2Cl)c1C(=O)OCC(=O)NCc1ccco1	-3%	-2%	-0.8%	1%	10%	0%	16%	2%	-2%	4%	-7
8	N#Cc1ccc(C(=O)Nc2cccc3ccccc23)c(F)c1	-1%	-5%	-1.1%	0%	-17%	-2%	9%	3%	3%	3%	12
9	COc1ccccc1NCCC(=O)OCC(=O)NCc1ccco1	u	1%	-1.2%	0%	5%	-7%	8%	-5%	4%	2%	-3
10	CCNc1c(NC(=O)c2ccc3c(c2)OCO3)c(=O)oc2ccccc12	-13%	1%	0.3%	-7%	u	-14%	8%	3%	1%	2%	-6
11	CC(/C=C/c1ccco1)=N\NC(=O)c1cccnc1	u	-13%	-0.5%	12%	u	-2%	-14%	-5%	4%	11%	0
12	CCc1c(O)nc(SCC(=O)N(CC)CC)[nH]c1=O	4%	-4%	0.2%	-1%	0%	-1%	3%	9%	10%	-9%	-5
13	O=c1[nH]cnc2sc3c(c12)CN(Cc1ccccc1)CC3	-6%	-3%	0.4%	u	3%	-3%	14%	1%	4%	8%	3
14	COc1ccc(S(=O)(=O)N2CCC(C(=O)N[C@H](C(=O)NCc3ccncc3)C(C)C)CC2)cc1	3%	1%	0.1%	19%	7%	1%	1%	-4%	2%	-1%	-4
15	O=C(NCCOCCOCCNC(=O)c1ccccc1)c1ccccc1	5%	-2%	-0.2%	13%	6%	-2%	-8%	-2%	10%	4%	11
16	NC(=O)c1sc2nc3c(cc2c1N)CCCCCC3	7%	-6%	0.1%	u	-28%	-8%	5%	-1%	-17%	1%	-9
17	COc1ccccc1-c1nnc(SCC(=O)N2CCC(C)CC2)o1	1%	-5%	-0.2%	3%	0%	-6%	-3%	0%	2%	11%	-1
18	O=C(COC(=O)CCc1ccccc1)NNC(=O)c1ccccc1	4%	-10%	0.0%	4%	7%	x	-21%	6%	-3%[46.1 µM]	5%	-21
19	Cc1ccccc1COc1ccc(/C=C(\C#N)C(N)=O)cc1	2%	-1%	-0.1%	u	0%	4%	8%	0%	-7%	x	-8
20	O=C(CCN1C(=O)COc2ccccc21)NCCCN1CCN(c2ccc(F)cc2)CC1	1%	-3%	-0.4%	-21%	-22%	-2%	-3%	1%	0%	5%	14
21	CC(N=C1NS(=O)(=O)c2ccccc21)c1ccccc1 (configuration not stated)	-4%	-5%	0.5%	6%	4%	1%	-2%	1%	-3%	-2%	6
22	CCOC(=O)c1cc(-c2ccc3c(c2)OCO3)nc2onc(C)c12	0%	-3%	-0.1%	-16%	u	2%	23%	14%	3%	-3%	8
23	C[C@H](NC(=O)[C@H](Cc1ccccc1)n1c(=O)[nH]c2ccccc2c1=O)C(=O)N1CCC(C(=O)O)CC1	-5%	-1%	-0.2%	-4%	10%	1%	15%	0%	-8%	4.5µM*	-5
24	COc1ccc(N2CC(C(=O)NCCc3c[nH]c4ccccc34)CC2=O)cc1 (configuration not stated)	1%	-1%	-0.6%	-2%	4%	-5%	-7%	0%	-8%	-14%	8
25	COC(=O)c1c(NC(=O)COC(=O)CCNS(=O)(=O)c2ccccc2)sc(C)c1C	2%	2%	-0.8%	10%	-14%	-1%	-5%	-4%	0%	1%	-18

New compounds follow
no.	Molecule	Tb PFK block	TSG101-PTAP inh	B2AR arrestin	ELG1 repair inh	BCR signal inh	Mito fusion yeast	Eya2 phos inh	USP2a inh	TCR act	uPA surface inh	TSHR antag
26	Cc1cc(C)c(NC(=O)C(C)Sc2nc3ccc(N4C(=O)c5ccccc5C4=O)cc3s2)c(C)c1 (configuration not stated)	-4%	-6%	-0.1%	7%	7%	-5%	3%	2%	2%	x	3
27	CCOC(=O)c1ccc(CC(=O)c2oc3cc(O)ccc3c2C)o1	1%	-4%	-0.1%	-5%	-1%	-3%	32%	3%	3%	2%	0
28	Cn1c(N)c(C(=O)COC(=O)COc2ccc(C#N)cc2)c(=O)n(C)c1=O	-1%	-6%	-0.1%	16%	u	-2%	4%	3%	-7%	-8%	0
29	CCC1CCC(N2CCN(c3cccc(OC)c3)CC2)CC1 (configuration not stated)	-1%	2%	-1.1%	-5%	4%	-1%	12%	0%	-1%	-2%	9
30	O=C1c2ccccc2NC(c2cccc(O)c2)N1NS(=O)(=O)c1ccccc1 (configuration not stated)	-1%	-2%	0.2%	13%	4%	10%	4%	8%	x	4%	3
31	O=C(N/N=C/c1ccco1)C1(O)c2ccccc2-c2ccccc21	2%	-2%	-1.1%	-17%	-1%	0%	-13%	2%	3%	-6%	0
32	COc1ccc(/C=N/NC(=O)c2cccc(NC(=O)c3ccccc3Cl)c2)cc1OC	1%	-5%	0.0%	15%	u	-16%	5%	-2%	1%	-3%	-19
33	COc1ccccc1NC(=S)N1CCCC1	-11%	-2%	-1.6%	-10%	u	-9%	-12%	-1%	-2%[46.1 µM]	3%	6
34	CC(C)NC(=O)/C(C#N)=C/c1ccc2c(c1)OCCO2	0%	-3%	2.4%	u	u	-3%	-3%	3%	0%[46.1 µM]	-10%	2
35	COc1ccccc1NC(=O)c1ccc(-c2nn(C)c(=O)c3ccccc23)cc1	-1%	-5%	-0.8%	u	-21%	8%	8%	-1%	-180%	4%	-22
36	CC(C)NS(=O)(=O)c1ccc(NC(=O)C(C)OC(=O)CCC(=O)c2cccs2)cc1 (configuration not stated)	0%	-4%	-1.4%	-1%	1%	-2%	-11%	-2%	-17%	-13%	6
37	CC(=O)N1CCN(c2ccccc2NC(=O)c2cc3ccccc3o2)CC1	-17%	3%	2.5%	15µM*	u	3%	-3%	-1%	1%	-2%	24
38	CC(C)CC[C@@H](O)[C@](C)(O)C1CC[C@@]2(O)C3=CC(=O)[C@@H]4C[C@@H](O)[C@@H](O)C[C@]4(C)C3CC[C@]12C (some centres not stated)	1%	0%	-0.3%	12%	2%	x	3%	0%	7%	6%	-8
39	C/C(=N/NC(=O)CSc1nc2ccccc2n1C)c1ccco1	-10%	1%	-0.1%	-4%	-4%	-2%	18%	-1%	-2%	-18%	1
40	CNC(=S)N/N=C/c1ccc2c(c1)OCCO2	-4%	-3%	-1.3%	u	0%	1%	2%	2%	-2%[46.1 µM]	-1%	20
41	Cc1ccc(C)c(N(Cc2ccccc2F)S(C)(=O)=O)c1	-1%	-9%	0.5%	-21%	-3%	-1%	4%	0%	-1%[46.1 µM]	-1%	30
42	CCN(CC)C(=N)/C(C#N)=N/Nc1ccc(C)cc1	-1%	-5%	-0.3%	u	1%	-5%	-6%	-1%	-17%	1%	-12
43	CCN1CCc2c(C#N)c(NCc3ccccc3)nc(N(CC)CC)c2C1	4%	-4%	0.3%	9%	-2%	1%	0%	-2%	x	5%	14

High-throughput results deposited in PubChem by National Center for Advancing Translational Sciences (NCATS).
